# human PMI inhibitors: human PMI inhibitors, high substrate, primary screen, biochemical, fluorescence intensity, high mannose 6-phosphate (AID 1220) | recombinant PMI enzyme, coupled fluorescence intensity; higher % means a stronger effect | inhibition, % at 20 µM; hits with a dose series show IC50 in µM | 190,000 compounds, 0.66% hits
# PMI inhibitors: inhibitors of human PMI, primary screen, biochemical, fluorescence intensity, coupled assay (AID 1209); purified PMI enzyme, coupled fluorescence intensity; higher % means a stronger effect; inhibition, % at 20 µM; hits with a dose series show IC50 in µM; 190,000 compounds, 0.42% hits;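 further: plate controls were DMSO vehicle for no effect and wells lacking substrate for full effect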
# bCat nuc transl: alters nuclear translocation of beta-catenin in HeLa cells; immunofluorescence imaging; AID 1665; 190,000 compounds, 0.3% hits; nuclear translocation activity, % at 5 µM;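 active means nuclear translocation activity above 50% at 5 µM, with a well cell count of 50 or more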;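 further: per-cell ratio of nuclear to cytoplasmic median beta-catenin stain intensity; plate controls were DMSO negative control for no effect and GSK-3 inhibitor IX positive control for full effect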
#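 Test system: human HeLa cell line; Doses: 5 µM primary, 0.02–20 µM confirmation; Incubation: 24 h compound exposure, 37°C; Detection: beta-catenin immunofluorescence imaging with DAPI; Read-out: beta-catenin nuclear/cytoplasmic ratio, % activation.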
# T cell modulator: T cell immune modulation candidate; 2C CD8+ T cell-vesicle binding, flow cytometry; hits give low values; calls only at 7 µM; 330,000 compounds, 0.068% hits; AID 2052;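 active means response, share of CD8 T cells binding vesicles, and their 90th percentile fluorescence all below set limits, cut at about 80% in these data, passing the limit was not always enough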
#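 Also added: QL9-peptide-loaded Drosophila micro-vesicles bearing Ld, ICAM-1 and B7-1; Test system: purified 2C TCR transgenic mouse naive CD8+ T cells; Measured by: cytometric PE anti-B7-1 and Alexa647 anti-CD8 signals after 1% paraformaldehyde fixation; Timing: binding step 1.5 h, 37 °C, antibody labelling 20 min, ice.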
# MT stabilizer: microtubule stabilization, imaging screen. 200,000 compounds, 0.83% hits. % tubulin-high responders, % at 10 µM. HeLa tubulin immunostaining HCS, 24 h; share of cells brighter than vehicle mean+2SD;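 active means plate Z-score above 3 for both tubulin-high and condensed-nucleus cell shares, with cell loss under 80%, at 10 µM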;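 further: anti alpha tubulin signal scored within the nucleus-defined area of each cell; some results filed as inactive read as strong as hits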
# Insulin prom up: MIN6 insulin promoter up-regulation | MIN6 insulin promoter-GFP reporter, high-content imaging; hits give high values | z-score at 5 µM | 190,000 compounds, 0.3% hits | AID 1625;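 active means z-score above 3 at 5 µM with at least 500 cells counted in the well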
# Autophagy mod: modulators of autophagy. MEF GFP-LC3 puncta imaging; test concentration mostly 10 µM. 190,000 compounds, 0.98% hits. AID 463193. calls only at 10 µM (by protocol);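 active means percentage of spot-positive cells more than 3 SD above its plate mean, without a fluorescence outlier flag or 80% toxicity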;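 further: spot-positive cell cutoff set from DMSO-treated cells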
# TNAP activators: stimulation of alkaline phosphatase TNAP activity – biochemical, luminescent, no phosphate acceptor, uHTS, primary screen (AID 1001). purified TNAP, luminescent activation assay, no phosphate acceptor; higher activation fold means a stronger effect. one-dose activation fold at 20 µM; EC50 in µM for titrated hits. 200,000 compounds, 0.03% hits; in the data active means activation fold from about 3, or a potency from the dose series; inactive means the rest, 99 in 100 with activation fold below about 1.6; further: many of its hits are not listed in these tables
# Lipid droplet: hepatic lipid droplet formation modulation | AML12 mouse hepatocytes, oleate lipid droplets, BODIPY imaging | inhibition, % at 6.5 µM | 240,000 compounds, 0.4% hits | AID 1656;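 active means lipid droplet intensity inhibited by at least 50%, with more than 500 cells counted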
#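 Test system: AML12 mouse liver cells; schedule: overnight exposure; technique: high-content imaging of BODIPY-stained droplets and DAPI nuclei; read-out: % inhibition of corrected integrated BODIPY droplet signal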
# Insulin prom up cell count: further read-out of Insulin prom up, marked with its call; cell count; measured here: cytotoxicity, nuclei count;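 total cells summed across four imaged fields per well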
# Lipid droplet cells 6.5 µM: recorded beside Lipid droplet, whose call it bears; cell count; measured here: cell count, cytotoxicity flag;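 cells counted across two imaged fields per well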
# bCat nuc transl cell count 5 µM: also measured in bCat nuc transl; calls as there; cell count; measured here: cell count, cytotoxicity flag
# T cell modulator vesicle-bound %: recorded beside T cell modulator, whose call it bears; double positive events, %; measured here: CD8+ vesicle-bound cell fraction;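 binding gate set so that unloaded-vesicle control wells show 10% double positive cells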
# MT stabilizer Hoechst-high %: second read-out of MT stabilizer, no call of its own (marks repeat the call); % Hoechst-high responders; measured here: nuclear condensation Hoechst responders;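 share of cells brighter than vehicle mean plus two SD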
# MT stabilizer cytotoxicity %: also measured in MT stabilizer; calls as there; toxicity, %; measured here: cytotoxicity by cell density;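 0% = mean cell density of plate MIN control wells and 100% = no cells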
# Autophagy mod cell loss 18 h: further read-out of Autophagy mod, marked with its call; toxicity, %; measured here: cell loss, nuclei count;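 cell loss after 18 h compound exposure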
# Active calls of the source: *; i = inactive; / = no result given. Unless noted, no stated cut-off is given here; in the data, active means inhibition above about 50%; inactive means the rest.
SMILES,human PMI inhibitors,PMI inhibitors,bCat nuc transl,bCat nuc transl cell count 5 µM,T cell modulator,T cell modulator vesicle-bound %,MT stabilizer,MT stabilizer Hoechst-high %,MT stabilizer cytotoxicity %,Insulin prom up,Insulin prom up cell count,Autophagy mod,Autophagy mod cell loss 18 h,TNAP activators,Lipid droplet,Lipid droplet cells 6.5 µM
COc1cc2c(cc1OC)C(C(=O)NCc1ccco1)C(c1cccs1)N(C)C2=O (stereo not given),-10%,-3%,0.0,1479,i,34,2.2,1.8,12,1.6,1253,i,-3,1,/,/
NS(=O)(=O)c1ccc(NS(=O)(=O)c2ccc(NC(=O)c3ccc(-c4ccccc4)cc3)cc2)cc1,-2%,1%,/,/,i,41,3.5,1.9,3.8,/,/,i,5,1.1,/,/
Cc1ccc(/C(O)=C2\C(=O)C(=O)N(c3cc(C)on3)C2c2cccc(Br)c2)cc1 (stereo not given),-34%,-24%,-1.9,1442,i,24,2.3,1.5,0.9,0.85,1380,i,18,1,/,/
Cc1ccccc1NC(C)C(=O)N/N=C/c1c[nH]c2ccccc12 (stereo not given),2%,-4%,-3.7,1125,i,22,2.4,1.8,7.3,-0.19,1185,i,5,1.1,-1,692
O=C(Nc1ccccc1N1CCOCC1)c1ccc([N+](=O)[O-])cc1,1%,1%,1.0,1348,i,29,1.0,1.3,6.4,-0.06,1446,i,-3,1.1,/,/
CCn1cc(C(=O)Nc2cccc(C)c2)c(=O)c2ccc(C)nc21,-10%,-12%,-0.7,1024,i,24,1.1,2.0,1.8,-1.3,1287,i,14,1.1,11,735
Cc1ccc(C2CC(=O)NC(SCCC(C)C)=C2C#N)cc1 (stereo not given),33%,20%,/,/,i,21,2.1,1.8,7.3,1.1,881,i,9,1.1,/,/
CC(C)CCN1CC(C(=O)NCCC2=CCCCC2)CC1=O (stereo not given),-5%,-8%,-2.4,1021,i,23,5.0,4.2,7.1,-0.19,1260,i,9,0.9,/,/
COC(=O)c1ccc(CC(=O)c2nc3ccccc3s2)cc1,18%,1%,0.1,1101,i,0,3.6,3.0,7.6,-0.1,1352,i,7,1.7,-17,480
COC(=O)c1cnn(-c2cc(Oc3ccccc3)ncn2)c1N,7%,12%,6.4,1480,i,25,2.3,2.4,3.0,0.73,1164,i,-13,1.1,/,/
CCOC(=O)Nc1n[nH]c(NC(=O)OCC)c1[N+](=O)[O-],10%,6%,0.1,1114,i,17,1.1,1.3,9.8,1.1,1353,i,21,0.9,10,679
COc1ccc(OCCC(=O)Nc2cc(C)on2)cc1,5%,5%,/,/,i,65,2.9,2.0,5.8,/,/,i,2,1.1,5,712

# A second format for part of the listing above:
Molecule	human PMI inhibitors	PMI inhibitors	bCat nuc transl	bCat nuc transl cell count 5 µM	T cell modulator	T cell modulator vesicle-bound %	MT stabilizer	MT stabilizer Hoechst-high %	MT stabilizer cytotoxicity %	Insulin prom up	Insulin prom up cell count	Autophagy mod	Autophagy mod cell loss 18 h	TNAP activators	Lipid droplet	Lipid droplet cells 6.5 µM
Cc1ccc(/C(O)=C2\C(=O)C(=O)N(c3cc(C)on3)C2c2cccc(Br)c2)cc1 (stereo not given)	-34%	-24%	-1.9	1442	i	24	2.3	1.5	0.9	0.85	1380	i	18	1	/	/
COc1cc2c(cc1OC)C(C(=O)NCc1ccco1)C(c1cccs1)N(C)C2=O (stereo not given)	-10%	-3%	0.0	1479	i	34	2.2	1.8	12	1.6	1253	i	-3	1	/	/
Cc1ccccc1NC(C)C(=O)N/N=C/c1c[nH]c2ccccc12 (stereo not given)	2%	-4%	-3.7	1125	i	22	2.4	1.8	7.3	-0.19	1185	i	5	1.1	-1	692

# (continued)
SMILES,human PMI inhibitors,PMI inhibitors,bCat nuc transl,bCat nuc transl cell count 5 µM,T cell modulator,T cell modulator vesicle-bound %,MT stabilizer,MT stabilizer Hoechst-high %,MT stabilizer cytotoxicity %,Insulin prom up,Insulin prom up cell count,Autophagy mod,Autophagy mod cell loss 18 h,TNAP activators,Lipid droplet,Lipid droplet cells 6.5 µM
COc1cccc(-n2nc(-c3ccnn3-c3ccc(C)cc3)c(=O)n(C)c2=O)c1,9%,10%,/,/,i,40,1.8,1.7,6.0,0.47,942,i,9,1.1,-4,798
Cc1cccc(NC(=O)CSc2nnc(CNC(=O)c3ccc(S(=O)(=O)N(C)C)cc3)n2-c2cccc(C)c2)c1,1%,3%,1.0,930,i,8,0.9,0.9,14,0.73,1320,i,7,1.2,-12,619
COc1ccc(CCC(=O)NCCc2nc3ccccc3[nH]2)cc1,-1%,-4%,0.4,1035,i,38,6.3,1.3,6.9,0.17,1229,i,-4,1.1,22,728
CCOc1c(O)ccc(C2NC(=O)N(C)C(C)=C2C(=O)OC)c1[N+](=O)[O-] (stereo not given),60%*,26%,1.2,922,i,43,1.9,1.1,8.1,-0.19,1625,i,-27,1.1,-4,657
CC(C)N(Cc1nc(-c2ccccc2)no1)C(=O)CSc1ccccc1,13%,11%,-0.8,1134,i,15,4.0,2.0,3.7,-0.56,1300,i,-3,1.1,-21,685
Cc1cc(C)n(-c2c(F)c(F)c(CO)c(F)c2F)n1,-20%,11%,-3.1,1177,i,35,2.4,0.9,5.8,-0.65,1318,i,29,1.1,5,769
C[C@@H]1NC(=O)c2cc([N+](=O)[O-])cc(I)c2NCC[C@@H](C(N)=O)NC(=O)[C@H](CC(N)=O)NC1=O,-7%,-17%,/,/,i,49,3.4,3.5,7.1,1.1,1358,i,-8,1,-15,741
COc1ccc2nc(NC(=O)CCNC(=O)c3ccccc3Cl)sc2c1,-13%,-8%,-2.7,1070,i,58,1.3,1.5,3.4,-0.32,1555,i,2,1.1,-1,662
CCc1cc(-c2n[nH]c(C)c2-c2nc3ccccc3n2C)c(O)c(CN2CCN(C)CC2)c1O,5%,5%,-1.4,885,i,17,2.2,1.4,3.3,0.05,979,i,4,1.2,/,/
Cc1ccc(S(=O)(=O)[N-]c2nc3ccccc3nc2-[n+]2cc(C)cc(C)c2)cc1,/,/,0.1,1269,i,50,/,/,/,-0.19,1056,/,/,/,37,728
COC(=O)c1ccc(CSc2nc3c(cnn3-c3ccc(C)c(C)c3)c(=O)[nH]2)o1,-11%,-6%,2.4,568,i,46,2.2,0.9,8.8,/,/,i,-6,1,2,747
O=S(=O)(c1cccc(-c2cn3cccnc3n2)c1)N1CCCCCC1,-5%,-13%,-4.9,942,i,40,4.4,2.0,13,-0.17,1187,i,6,1.1,/,/
COc1ccc(-c2coc3c(CN4CCCCC4)c(O)c(CN4CCCCC4)c(O)c3c2=O)cc1,-9%,-7%,/,/,i,50,2.9,3.6,13,0.92,982,i,-64,1,4,742
CC(C)[C@H](NC(=O)c1ccccc1)C(=O)OCC(=O)NCCC1=CCCCC1,-6%,-8%,/,/,i,13,2.3,2.3,9.5,0.63,1299,i,-4,0.9,-8,666
CCN1CCN(CC(=O)c2ccc(OC)cc2)CC1,-30%,-40%,1.0,1033,i,18,4.5,2.7,11,0.14,1049,i,-2,1.1,8,638
C=CCn1c(O)c(N=NC(=S)Nc2ccc(OC)cc2)c2ccccc21,-7%,-3%,5.6,597,i,38,3.9,1.8,1.3,-0.79,1083,i,8,0.7,2,737
C=CCn1c(=O)c2c(C)c(C)sc2n2c(Nc3ccccc3)nnc12,14%,20%,-1.5,1200,i,33,2.1,1.7,7.4,1.1,1214,i,3,1.1,4,759
CCNC(=O)/C=C/c1ccccc1[N+](=O)[O-],7%,-3%,-3.3,1178,i,65,2.3,1.5,9.5,0.03,1601,i,3,1,27,691
Oc1c(Br)cc(Br)cc1C=NCc1ccccc1,34%,-14%,-0.6,1149,i,43,6.0,1.1,9.8,0.23,1235,i,4,0.8,12,708
CCOC(=O)C1CCN(CC(=O)c2c(C)[nH]c3ccccc23)CC1,26%,33%,/,/,i,35,4.0,2.9,6.5,-0.58,1351,i,-4,1.1,-25,733
CN1CCC(N(C)C(=O)c2ccccc2Nc2ccc(SC(F)F)cc2)CC1,3%,-5%,1.3,896,i,24,3.6,2.5,13,-0.42,1090,i,18,1,/,/
Cc1ccc(/C=N/NC(=O)C(=O)N/N=C/c2ccc(C)o2)o1,-8%,-14%,-0.3,1143,i,46,1.7,1.9,9.1,-0.46,1094,i,0,1.4,-3,691
CCCOc1ccc(N2C(=O)CC(N3CCC(O)(c4cccc(C(F)(F)F)c4)CC3)C2=O)cc1 (stereo not given),8%,8%,-5.1,966,i,38,1.6,1.9,6.6,-0.87,1163,i,4,1.2,/,/
CN1CCN(C2=Nc3cc(F)ccc3Cc3ccccc32)CC1,-3%,-2%,-2.3,1123,i,23,/,/,/,-0.07,1422,/,/,1.1,-42,671
CCc1n(CC(O)COCc2ccccc2)c2ccccc2[n+]1C (stereo not given),24%,2%,0.6,1096,i,23,2.6,2.6,5.0,-0.68,1277,i,-6,1.1,-7,710
Cc1nn(S(=O)(=O)N(C)C)c(C)c1CN1C(=O)c2ccccc2C1=O,14%,16%,/,/,i,46,2.7,2.4,11,0.71,1322,i,8,1.1,-2,725
O=C(Cc1cccs1)Nc1ccc(S(=O)(=O)N2CCCC2)cc1,40%,12%,0.6,1488,i,28,3.1,2.6,2.6,0.33,1427,i,2,1,-7,600
O=C(NCc1ccco1)C1CCN(C(=O)c2cc3sccc3n2Cc2ccc(F)cc2)CC1,11%,16%,/,/,i,19,1.8,1.4,6.4,0,1193,i,4,1.1,-18,736
CCOC(=O)c1ccc(NC(=O)CSc2nnc(-c3ccncc3)n2C)cc1,5%,14%,/,/,i,45,3.1,2.3,9.8,0.67,1258,i,-3,1.1,9,663
CCC(C)n1c(SCC(=O)NC(=O)Nc2ccc3c(c2)OCCO3)nc2ccccc2c1=O (stereo not given),18%,16%,-4.3,1073,i,41,3.7,3.9,0.9,0.42,1963,i,-13,1.1,-29,571
Cc1ccsc1/C=N/NC(=O)C1C(=O)NCC1c1ccccc1 (stereo not given),/,/,-1.7,1219,i,58,/,/,/,-0.25,1475,/,/,/,0,691
Cc1cc2nc(C)c(Cc3ccccc3)c(=O)n2[nH]1,2%,12%,-2.1,963,i,44,3.9,2.5,10,0.27,1548,i,13,1.1,/,/

# Source: PubChem (several laboratories)
